Luciferase inh: Firefly luciferase inhibition profiling of diverse chemical library using quantitative high-throughput screening. Luciferin 4-monooxygenase (Photinus pyralis), P08659. 2.5% of 76,000 active. purified P. pyralis luciferase, luminescence, biochemical. AID 1347043, 2019. Potency, µM (top dose mostly 115 µM), without a hit: top-dose activity change, negative = inhibition, hits mostly inhibitors; also: potency is read from the fitted curve at half-maximal effect; nearly all actives have a fitted effect of over 65% in size
Target sequence (P08659 whole entry, looked up): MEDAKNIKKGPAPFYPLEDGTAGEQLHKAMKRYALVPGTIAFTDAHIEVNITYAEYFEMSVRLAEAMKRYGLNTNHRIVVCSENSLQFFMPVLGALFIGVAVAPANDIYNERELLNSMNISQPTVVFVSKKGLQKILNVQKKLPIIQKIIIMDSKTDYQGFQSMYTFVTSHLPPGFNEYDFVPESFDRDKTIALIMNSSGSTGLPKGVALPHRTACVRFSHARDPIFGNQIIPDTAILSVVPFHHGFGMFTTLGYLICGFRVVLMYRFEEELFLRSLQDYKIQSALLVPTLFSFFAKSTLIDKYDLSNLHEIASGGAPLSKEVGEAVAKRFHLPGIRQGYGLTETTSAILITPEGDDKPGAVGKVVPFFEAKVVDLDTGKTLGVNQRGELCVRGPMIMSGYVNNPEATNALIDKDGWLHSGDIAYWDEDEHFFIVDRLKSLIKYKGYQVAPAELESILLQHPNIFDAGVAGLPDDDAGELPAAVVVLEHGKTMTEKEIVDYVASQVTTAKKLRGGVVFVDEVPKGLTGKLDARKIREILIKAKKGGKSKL
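Biochemical qHTS: compound (6-point titration) added to 10uM D-luciferin plus 10uM ATP in Tris acetate pH 7.5 buffer with Mg, Tween-20 and BSA, then purified enzyme at 10nM; light output imaged.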
SNCA expr inh: Primary qHTS assay for inhibitors of alpha-synuclein gene (SNCA) expression; HEK-293 SNCA-luciferase knock-in, luminescence, 24 h; Potency, µM (doses to about 57.2 µM), for the others: at the highest dose activity change, negative = inhibition, most hits filed as inhibitors; 0.17% of 140,000 active;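 also: potency is read from the fitted curve at half-maximal effect; plate controls were DMSO cells for no effect and cell-free wells for full effect; nearly all actives have a fitted effect of over 45% in size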
SNCA viab count: GF-AFC viability counterscreen for inhibitors of alpha-synuclein gene (SNCA) expression; HEK-293-SNCA-luc viability, GF-AFC fluorescence, 24 h; 0.12% of 150,000 active; Potency, µM (top dose mostly 57.1 µM), for inactives: at the top dose activity change, negative = cytotoxicity, actives largely listed as cytotoxic;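 also: potency is read from the fitted curve at half-maximal effect; 0% = DMSO-treated cells and -100% = medium-only wells without cells; nearly all actives have a fitted effect of over 30% in size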
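Cytotoxicity counterscreen: after 24 h compound treatment of genome-edited SNCA-luciferase HEK-293 cells, live-cell protease substrate GF-AFC read by fluorescence after 30 min; activity scaled between DMSO (0%) and medium-only (-100%), curves Hill-fitted.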
HEK293 tox: Cytotoxic Profiling in HEK 293 Cell Line of Diverse Libraries Using Quantitative High-Throughput Screening | HEK 293 viability, ATP luminescence (CellTiter-Glo), 48-72 h | Potency, µM (titrated, usually from 115 µM), for the others: at the highest dose activity change, negative = cytotoxicity, hits mostly inhibitors | 6.6% of 94,000 active | AID 1345083, 2018; also: potency is read from the fitted curve at half-maximal effect; nearly all actives have a fitted effect of over 60% in size
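HEK 293 seeded at 250 cells/well receive compound via pintool. After 48 or 72 hr at 37 degree Celsius, 5% CO2 and 95% humidity, CellTiter-Glo is dispensed and luminescence read following 10 min at room temperature.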
NIH3T3 tox: Cytotoxic Profiling in NIH 3T3 Cell Line of Diverse Libraries Using Quantitative High-Throughput Screening; Potency, µM (top dose mostly 96.7 µM), without a hit: at the highest dose activity change, negative = cytotoxicity, hits mostly inhibitors; AID 1345082, 2018; 4.3% of 94,000 active; NIH 3T3 viability, CellTiter-Glo ATP luminescence, 48-72 h; also: potency is read from the fitted curve at half-maximal effect; nearly all actives have a fitted effect of over 55% in size
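First NIH 3T3 cells are plated at 400 cells/well; next compound is pinned in; then plates incubate 48 or 72 hr at 37 °C; finally CellTiter-Glo is added and luminescence read after 10 min.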
GPT2 inh: Primary qHTS assay for inhibitors of Glutamate pyruvate transaminase 2 (GPT2); Recombinant GPT2, coupled pyruvate oxidase/HRP Amplex Red fluorescence; Potency, µM (highest dose often 57.7 µM), without a hit: at the top dose activity change, negative = inhibition, usual class: inhibitors; 0.25% of 100,000 active; also: potency is read from the fitted curve at half-maximal effect; nearly all actives have a fitted effect of over 60% in size; many of its hits are not listed in these tables
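Recombinant GPT2 (10ng/uL) with 250uM a-KG and 2mM L-alanine, 30 min at room temperature, in HEPES pH 7.5 buffer. Pyruvate detected by pyruvate oxidase/HRP/Amplex Red fluorescence after 30 min in the dark; AOA (50uM) as positive control.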
IP6K1 inh: Primary qHTS assay for small molecule inhibitors of Inositol hexaphosphate kinase 1 (IP6K1); IP6K1 kinase, ADP-Glo luminescence, 2 h; stronger effect = lower value; activity change, % (series mostly up to about 58 µM); 0.81% of 140,000 active; AID 1645851, 2021; in the data active = activity change below about -25%
Target sequence (Q92551 whole entry, looked up): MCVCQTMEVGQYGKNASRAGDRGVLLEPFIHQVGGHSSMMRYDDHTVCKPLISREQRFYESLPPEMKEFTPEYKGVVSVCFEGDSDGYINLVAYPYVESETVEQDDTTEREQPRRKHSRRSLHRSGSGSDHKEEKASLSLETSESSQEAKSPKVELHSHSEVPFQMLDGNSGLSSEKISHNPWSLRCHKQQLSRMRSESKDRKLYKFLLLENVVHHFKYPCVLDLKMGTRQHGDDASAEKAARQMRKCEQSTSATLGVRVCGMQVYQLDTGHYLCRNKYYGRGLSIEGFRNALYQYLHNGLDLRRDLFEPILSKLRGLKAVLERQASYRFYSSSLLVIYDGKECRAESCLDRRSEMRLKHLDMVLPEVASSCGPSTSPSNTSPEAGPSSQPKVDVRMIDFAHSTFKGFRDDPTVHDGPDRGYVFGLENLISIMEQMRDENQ
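ADP-Glo luminescence measures ADP made by human IP6K1 during a 2 h RT reaction with ATP/IP6 (mix at 1.3 mM/130 uM); top library doses 57.5 and 19.1 uM final.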
Numbers without * were called inactive; [ ] = remark or other dose. Unless noted, calls follow the shape of the dose curve; as a rule, active = well fitted curve in the direction sought with a large enough effect; inconclusive = small, poorly fitted or top-dose-only effect, or another doubt; inactive = no such curve, though single readings can be large; an effect the other way counts as inactive or inconclusive. Unless noted, % is scaled to controls: 0 for no effect and ±100 for the full control effect. This is a subset. The share of hits here may be higher or lower than overall.

Results for O=C(NCCc1ccccc1)N1CCC(c2noc(-c3ccncc3)n2)C1 (centres undefined) ?
Luciferase inh: -3%; SNCA expr inh: 0%; SNCA viab count: 11%; HEK293 tox: inconclusive; NIH3T3 tox: -25%; GPT2 inh: -21%; IP6K1 inh: 7

How did O=C(COc1ccccc1)Nc1ccc2ncnc(N3CCCCC3)c2c1 do in these assays?
Luciferase inh: -8%; SNCA expr inh: -6%; SNCA viab count: inconclusive; HEK293 tox: inconclusive; NIH3T3 tox: inconclusive; GPT2 inh: -7%; IP6K1 inh: -1

Results for Cc1ccc(CCNC(=O)c2ccc3c(c2)N(C)C2CCCCN2C3=O)cc1 (centres undefined) ?
Luciferase inh: -16%; SNCA expr inh: 4%; SNCA viab count: 4%[12.5 µM]; HEK293 tox: inconclusive; NIH3T3 tox: inconclusive; GPT2 inh: inactive; IP6K1 inh: 11

How did CNC(=O)[C@@H](C1CCCCC1)N1CCC[C@H]1C(=O)N(C)CCN(C)C do in these assays?
Luciferase inh: 1%[172 µM]; SNCA expr inh: inconclusive; SNCA viab count: -3%[87.6 µM]; HEK293 tox: inactive; NIH3T3 tox: 1%[174 µM]; GPT2 inh: -14%[88.5 µM]; IP6K1 inh: -6

How did Cc1cc(C)cc(NC(=O)c2ccc3c(c2)nnn3C2CCCC2)c1 do in these assays?
SNCA expr inh: -27%; SNCA viab count: 1%; IP6K1 inh: -7

How did Cc1ccc(CN2CCc3nc(C(C)C)nc(-c4ccc(O)cc4)c3C2)cc1 do in these assays?
Luciferase inh: -7%; SNCA expr inh: -7%; SNCA viab count: 8%; HEK293 tox: inconclusive; NIH3T3 tox: inconclusive; GPT2 inh: inconclusive; IP6K1 inh: -8

What do the screens show for `CN1C(=O)CCC2(CNC(=O)c3ccoc3)CCC=C12` (centres undefined)?
Luciferase inh: -7%; SNCA expr inh: inconclusive; SNCA viab count: -4%; HEK293 tox: inactive; NIH3T3 tox: inactive; GPT2 inh: inactive; IP6K1 inh: -1

How did COc1ccc(OC)c(NC(=O)Cn2c(=O)n(-c3ccccc3)c(=O)c3c2cc(C)n3C)c1 do in these assays?
Luciferase inh: 4%; SNCA expr inh: -13%; SNCA viab count: -12%; HEK293 tox: 3%; NIH3T3 tox: inactive; GPT2 inh: inactive; IP6K1 inh: 10

Results for CN1c2cc(C(=O)Nc3ccc(S(N)(=O)=O)cc3)ccc2C(=O)N2CCCCC21 (centres undefined) ?
Luciferase inh: -17%; SNCA expr inh: 2%; SNCA viab count: 20%[12.5 µM]; HEK293 tox: -6%; NIH3T3 tox: -38%; GPT2 inh: inactive; IP6K1 inh: -10

How did CCOC(=O)c1ccc(Nc2nn3c(=O)c4ccccc4nc3s2)cc1 do in these assays?
SNCA expr inh: 4%; SNCA viab count: 5%; IP6K1 inh: 2

Results for O=C(NC1CCCC1)N1CCC(c2noc(-c3ccccc3)n2)C1 (centres undefined) ?
Luciferase inh: 3%; SNCA expr inh: -23%; SNCA viab count: -27%; HEK293 tox: inconclusive; NIH3T3 tox: 40µM*; GPT2 inh: -11%; IP6K1 inh: -2

How did COCCOc1ccc2c(n1)CCN(C(=O)c1ccc(OC)c(OC)c1)C2 do in these assays?
Luciferase inh: -3%; SNCA expr inh: 8%; SNCA viab count: 2%[12.5 µM]; HEK293 tox: 3%; NIH3T3 tox: -17%; GPT2 inh: inactive; IP6K1 inh: -9

What do the screens show for `O=C(c1cccnc1)N1CCCC2(CNc3ccccc3[S+](=O)([O-])N2)C1` (centres undefined)?
Luciferase inh: 5%; SNCA expr inh: 1%; SNCA viab count: 0%; HEK293 tox: inactive; NIH3T3 tox: inactive; GPT2 inh: 3%; IP6K1 inh: 10

Results for O=C(Nc1ccc(Oc2ccccc2)cc1)N[C@H]1CO[C@H]2[C@@H]1OC[C@@H]2Nc1nccc(-c2ccc(-c3ccccc3)cc2)n1 ?
Luciferase inh: 4%; SNCA expr inh: -15%; SNCA viab count: 0%; HEK293 tox: inconclusive; NIH3T3 tox: -3%; GPT2 inh: 3%; IP6K1 inh: -5

What do the screens show for `O=C(Cc1ccccc1)NC1CCCN(c2ccnc3ccnn23)C1` (centres undefined)?
SNCA expr inh: 6%; SNCA viab count: 12%; HEK293 tox: inconclusive; NIH3T3 tox: -9%; GPT2 inh: inactive; IP6K1 inh: 6

Sorted by formula weight (high to low): part of the list above.
How did COc1ccc(OC)c(NC(=O)Cn2c(=O)n(-c3ccccc3)c(=O)c3c2cc(C)n3C)c1 do in these assays?
Luciferase inh: 4%; SNCA expr inh: -13%; SNCA viab count: -12%; HEK293 tox: 3%; NIH3T3 tox: inactive; GPT2 inh: inactive; IP6K1 inh: 10

How did COCCOc1ccc2c(n1)CCN(C(=O)c1ccc(OC)c(OC)c1)C2 do in these assays?
Luciferase inh: -3%; SNCA expr inh: 8%; SNCA viab count: 2%[12.5 µM]; HEK293 tox: 3%; NIH3T3 tox: -17%; GPT2 inh: inactive; IP6K1 inh: -9

What do the screens show for `O=C(Cc1ccccc1)NC1CCCN(c2ccnc3ccnn23)C1` (centres undefined)?
SNCA expr inh: 6%; SNCA viab count: 12%; HEK293 tox: inconclusive; NIH3T3 tox: -9%; GPT2 inh: inactive; IP6K1 inh: 6

Results for O=C(NC1CCCC1)N1CCC(c2noc(-c3ccccc3)n2)C1 (centres undefined) ?
Luciferase inh: 3%; SNCA expr inh: -23%; SNCA viab count: -27%; HEK293 tox: inconclusive; NIH3T3 tox: 40µM*; GPT2 inh: -11%; IP6K1 inh: -2

Next section.
How did CCOc1ccc(N(CC)S(=O)(=O)N2CCCC(C(=O)Nc3ccc(NC(C)=O)cc3)C2)cc1 (centres undefined) do in these assays?
SNCA expr inh: 2%; SNCA viab count: -12%; IP6K1 inh: 11

How did CCc1nc2c(c(-c3ccc(O)cc3)n1)CCN(C(=O)c1ccc(F)cc1)CC2 do in these assays?
Luciferase inh: 3%; SNCA expr inh: 52%[activator]; SNCA viab count: -8%; HEK293 tox: -16%; NIH3T3 tox: -27%; GPT2 inh: inactive; IP6K1 inh: 13

How did O=C(NCCOc1ccccc1)c1cnc2n1CCN(Cc1c[nH]c3ccccc13)CC2 do in these assays?
Luciferase inh: -8%[172 µM]; SNCA expr inh: -17%[87.6 µM]; SNCA viab count: -11%[87.6 µM]; HEK293 tox: 100µM*; NIH3T3 tox: inconclusive; GPT2 inh: -7%[88.5 µM]; IP6K1 inh: -8

Results for O=C(OCc1ccccc1)N1CCC(Oc2cnc3c(ccn3-c3cncnc3)c2)CC1 ?
Luciferase inh: 2%[172 µM]; SNCA expr inh: -3%[87.6 µM]; SNCA viab count: -16%[87.6 µM]; HEK293 tox: 79µM*; NIH3T3 tox: inconclusive; GPT2 inh: -4%[88.5 µM]; IP6K1 inh: -13

Results for CCOC(=O)N1CCCC1c1noc2nc(C)cc(C(=O)NC)c12 (centres undefined) ?
HEK293 tox: 2%; NIH3T3 tox: -4%; IP6K1 inh: -3

What do the screens show for `COC(=O)[C@@H]1Cc2nc[nH]c2CN1Cc1cc2ccccc2o1`?
Luciferase inh: -4%[172 µM]; SNCA expr inh: 2%[87.6 µM]; SNCA viab count: -3%[87.6 µM]; HEK293 tox: -2%[172 µM]; NIH3T3 tox: 1%[174 µM]; GPT2 inh: -1%[88.5 µM]; IP6K1 inh: 5

What do the screens show for `Cc1nn(-c2ccccc2)c2c1N(CC(=O)N1CCN(c3ccc(Cl)cc3)CC1)C(=O)CS2`?
SNCA expr inh: 35%; SNCA viab count: -1%; IP6K1 inh: -5

Results for NCc1ccc(-c2cc(F)cc(F)c2)cc1 ?
SNCA expr inh: 28%[87.6 µM]; SNCA viab count: -7%[87.6 µM]; HEK293 tox: inconclusive; NIH3T3 tox: 50µM*; GPT2 inh: 0%[88.5 µM]; IP6K1 inh: -16

Results for CCN(CC1CCCO1)C(=O)c1ccc2nc(-c3ccc(F)cc3)cn2c1 (centres undefined) ?
Luciferase inh: inconclusive; SNCA expr inh: 26%; SNCA viab count: -10%; HEK293 tox: inconclusive; NIH3T3 tox: -28%; GPT2 inh: inactive; IP6K1 inh: -14

Results for COc1ccc2c(=O)n(CC(=O)N(C)Cc3cc(C)no3)ccc2c1OC ?
Luciferase inh: 0%; SNCA expr inh: -1%; SNCA viab count: -23%; HEK293 tox: inactive; NIH3T3 tox: 1%; GPT2 inh: -23%; IP6K1 inh: 14

What do the screens show for `COc1cc2nc(SCC(=O)Nc3cccc(C)c3)n3nc(-c4ccccc4)nc3c2cc1OC`?
SNCA expr inh: 3%; SNCA viab count: 23%; IP6K1 inh: -2

What do the screens show for `COc1ccc(Cl)cc1-n1cc(-c2ccccc2)nc1SCC(=O)Nc1ccc(C)cc1`?
SNCA expr inh: -27%; SNCA viab count: -1%; IP6K1 inh: 1

What do the screens show for `O=C1CC2(CCN(C(=O)c3ccc4c(c3)OCO4)CC2)Oc2ccccc2N1`?
Luciferase inh: 2%; SNCA expr inh: 15%; SNCA viab count: -14%; HEK293 tox: inconclusive; NIH3T3 tox: inconclusive; GPT2 inh: inactive; IP6K1 inh: 5

What do the screens show for `Oc1ccccc1-c1cc(-c2ccccc2F)[nH]n1`?
SNCA viab count: -2%; GPT2 inh: inactive; IP6K1 inh: 6

How did CC1CCCCN1C(=O)CSc1nc(-c2ccccc2)no1 (centres undefined) do in these assays?
SNCA expr inh: 140%[activator]; SNCA viab count: -13%; IP6K1 inh: 10

What do the screens show for `FC(F)(F)c1ccc(N2C3CCC2CN(Cc2cccs2)C3)cc1`?
SNCA expr inh: -14%; SNCA viab count: -3%; HEK293 tox: inconclusive; NIH3T3 tox: inconclusive; GPT2 inh: 5%; IP6K1 inh: -3

Results for COc1ccc(OC)c(NC(=O)Cn2ncc3c2-c2ccccc2OC3)c1 ?
SNCA expr inh: 52%[activator]; SNCA viab count: inconclusive; IP6K1 inh: 3

What do the screens show for `CCOCCc1nn2c(=O)cc(COC(=O)c3ccccc3NC(=O)C3CCCCC3)nc2s1`?
SNCA expr inh: 1%; SNCA viab count: -3%; IP6K1 inh: 3
